Assay outcomes deposited in PubChem by several laboratories.
Siah-1 displacement = blockers of Siah-1 interaction with plectin peptide – biochemical, fluorescence polarization, rhodamine-plectin, uHTS, primary screen (AID 1817) | 290,000 compounds, 0.02% hits | displacement, % at 20 µM; hits with a dose series show IC50 in µM | Siah-1 / rhodamine-plectin peptide fluorescence polarization; higher % means a stronger effect;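 active means displacement of at least 50% at 20 µM, with a fluorescence ratio check between 0.3 and a set limit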;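 further: plate controls were Siah plus tracer with DMSO for no effect and tracer alone without Siah for full effect; strong numbers were not always called active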
Salmonella PhoP GFP = inhibitors of PhoP regulon expression, primary screen, Salmonella Typhimurium, GFP reporter (AID 1863) | 300,000 compounds, 0.16% hits | inhibition, % at 50 µM, or IC50 in µM where a hit was titrated | S. Typhimurium PhoP-regulated promoter GFP reporter, 4 h; higher % means a stronger effect;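 active means inhibition over 29.93%, a cutoff 3 SD above the screen mean, later confirmed by dose response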;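 further: 0% = low Mg2+ inducing control and 100% = high Mg2+ repressing control; strong numbers were not always called active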
West Nile virus CPE = West Nile virus antiviral activity, cell-based, CPE readout (AID 1621). West Nile virus-infected cells, CPE inhibition; higher % means a stronger effect. CPE inhibition, % at 10 µM; hits with a dose series show IC50 in µM. 290,000 compounds, 0.02% hits; in the data active means a potency from the dose series; further: strong numbers were not always called active
An asterisk follows results filed as active. A portion of the library (hit frequency here may not be typical).

SMILES	Siah-1 displacement	Salmonella PhoP GFP	West Nile virus CPE
CCC1=Nc2cc(C(=O)NCCCN3CCOCC3)ccc2Sc2ccccc21	-7%	7%	-0.1%
CCc1c(C(=O)Nc2ccccc2C(N)=O)csc1C	8%	1%	-0.6%
O=C(Nc1ccc(N2CCCC2)cc1)c1ccc(Br)cc1	-6%	14%	-0.1%
O=C(NCc1ccccc1Cl)C1CCCN(C(=O)Nc2ccc(F)cc2)C1 (stereo not given)	9%	-3%	-1.8%
Cc1c(C)c2c(OCC(=O)N[C@@H](Cc3ccccc3)C(=O)O)cc3c(c2oc1=O)CCC(C)(C)O3	2%	-6%	0.0%
CC(CC(=O)N1CCN(c2ccccc2)CC1)S(=O)(=O)c1ccc2c(c1)NC(=O)CS2 (stereo not given)	13%	-11%	-0.3%
CCc1ccc(C(=O)NN=C2CCCCCC2)s1	-8%	13%	0.4%
O=C(Nc1ccc(S(=O)(=O)Nc2ncccn2)cc1)C(F)(F)F	0%	-8%	0.1%
Cc1cc(C(=O)Nc2c(F)cc(F)cc2Br)n(-c2ccccc2)n1	1%	-1%	-0.6%
O=S(=O)(c1ccc2ccccc2c1)n1cccn1	3%	9%	0.3%
C/C(=N/NS(=O)(=O)c1ccc(C)c(C)c1)c1ccncc1	2%	1%	-0.1%
CCN(CC)S(=O)(=O)c1ccc(OC)c(NC(=O)OCc2ccccc2)c1	-3%	4%	-0.1%
C=CCOc1c(Br)cc(CNn2c(C)n[nH]c2=S)cc1OCC	-2%	3%	1.1%
N#Cc1c(SCC(=O)Nc2nccs2)sc2c(O)cc(=O)[nH]c12	22%	-2%	-0.4%
CSc1ncc(CN2CCc3c([nH]c4ccccc34)C2C(C)(C)C)cn1 (stereo not given)	3%	1%	-1.4%
Cc1cc(C)c(C(=O)NC2CCCc3c2cnn3-c2cccc(C)c2C)o1 (stereo not given)	2%	-5%	-0.4%
COc1ccc(/C=C(/NC(=O)c2ccccc2)C(=O)N2CCCCC2)cc1	-7%	5%	-0.1%
Cc1ccc(S(=O)(=O)N[C@@H](CC(C)C)C(=O)N2CCC(C(=O)N[C@@H](Cc3ccccc3)C(=O)O)CC2)cc1	2%	-14%	-0.3%
O=C(Nc1nccs1)c1ccc(Cl)nc1	14%	2%	-0.1%
COc1cccc(CNC(=O)c2ccc(Cl)c(NC3=NC4CS(=O)(=O)CC4S3)c2)c1 (stereo not given)	15%	-6%	-0.3%
COc1cc(/C=N/NC(=O)c2csc3c2CCCC3)ccc1OCCN1CCOCC1	6%	-2%	0.3%
O=C(N/C(=C/c1ccc(F)cc1)C(=O)N1CCCCC1)c1ccco1	-8%	15%	0.1%
Cc1cc(C)cc(N(CC(=O)N2CCCC2)S(C)(=O)=O)c1	-2%	3%	0.5%
CCn1c(C)nc2cc(NC(=O)Nc3cccc(C(C)=O)c3)ccc21	-4%	-6%	-0.1%
CCCN1CCN(CCNC(=O)Nc2ccccc2Cl)CC1	-2%	3%	-0.3%

The list continues.
SMILES	Siah-1 displacement	Salmonella PhoP GFP	West Nile virus CPE
O=C(NC1CC2CCCC(C1)N2Cc1ccc(F)cc1)c1ccc(F)cc1 (stereo not given)	-6%	1%	-0.9%
CCN1C(=O)/C(=C2\SC(=S)N(NC(=O)c3cccnc3)C2=O)c2ccccc21	1%	-6%	-0.6%
Cc1c(F)cccc1NS(=O)(=O)c1ccc2c(c1)c(C)cc(=O)n2C	0%	2%	0.2%
O=C(CSc1nnc(CNC(=O)c2ccco2)o1)Nc1cccc(F)c1	2%	9%	0.1%
O=C(NCC(=O)N(c1ccc(F)cc1)C(C(=O)NC1CCCC1)c1cccnc1)c1ccco1 (stereo not given)	-2%	2%	0.0%
CN(C)CCN(Cc1ccco1)S(=O)(=O)c1csc(C(N)=O)c1	-3%	-7%	0.7%
C/C(=N/NC(=O)c1nnn(-c2nonc2N)c1COc1ccccc1)c1ccccc1Cl	-9%	8%	0.6%
COc1ccc2cc(-c3ccccc3)ncc2c1	-5%	-4%	-0.5%
CNc1ccccc1C(=O)OCC(=O)N1CCN(c2ccc(OC)cc2)CC1	-3%	3%	-0.2%
CCc1ccc(N(CC(=O)NCc2ccco2)C(=O)CCC(=O)Nc2nccs2)cc1	2%	9%	0.1%
COCCNC(=O)C(c1ccc(C)cc1)N(C(=O)CCC(=O)Nc1ccccn1)c1ccc(C)cc1 (stereo not given)	12%	7%	-0.3%
COc1ccc(NC2CCCN(C(=O)CCc3scnc3C)C2)cc1 (stereo not given)	-2%	2%	-0.6%
CC(=O)N/C(=C/c1ccc2c(c1)OCO2)C(=O)N1CCOCC1	2%	-6%	0.6%
COc1ccccc1CCC(=O)Nc1ccc2c(c1)CN(CCCn1cccn1)CC2	5%	3%	0.1%
Cc1cc(NC(=O)CSc2nc3c(C)cccc3cc2C#N)no1	4%	6%	-0.5%
CCOc1ccc2nc(N(CCCN(C)C)C(=O)c3ccc(S(=O)(=O)N4CCCC4)cc3)sc2c1	6%	1%	0.7%
CCOc1ccc(NC(=O)CCC(=O)NNC(=O)COc2ccc(C)cc2Br)cc1	12%	6%	-0.4%
COc1ccc(S(=O)(=O)N2CCC(C(=O)NC3CC3)CC2)cc1C	-4%	-2%	-0.2%
COc1ccc(-c2cc3c(=O)n(CC(=O)N4CCCC4)ncn3n2)cc1	-2%	-12%	0.0%
O=C(CN1CCOCC1)Nc1ccc(F)cc1	-4%	2%	-0.7%
COc1cc(S(=O)(=O)NCCCn2ccnc2)ccc1Cl	-1%	3%	-0.4%
COc1ccccc1NC(=O)CCCCC(=O)Nc1ccccc1OC	2%	-7%	-0.1%
COc1ccc(-c2noc(CN(C)C(=O)CCN3C(=O)[C@H]4CC=CC[C@H]4C3=O)n2)cc1	-2%	-6%	-0.4%
CCCN(CC(=O)Nc1ccccc1C)C(=O)COc1ccc2c(c1)CCC2	3%	-2%	-0.7%
O=C(NCCC(=O)N1CCC2(CC1)NCCc1[nH]cnc12)c1ccc(Br)cc1	-1%	-1%	0.1%

(further entries)
SMILES	Siah-1 displacement	Salmonella PhoP GFP	West Nile virus CPE
N#C/C(=C\c1ccc(O)c(O)c1)C(=O)Nc1cccc2ncccc12	47%	8%	0.0%
COc1ccc(CCNC(=O)c2ccc3c(c2)OCO3)cc1	2%	-2%	0.8%
COc1cc(OC)cc(C(=O)NNC(=O)C2CCCC2)c1	-4%	3%	0.3%
CCOC(=O)C1(CCOc2ccccc2)CCN(Cc2cc(OC)ccc2OC)CC1	7%	-6%	-1.3%
Cc1ccc(S(=O)(=O)N(C)C)cc1NC(=O)C(C)N(C)CCOc1ccc(Cl)cc1 (stereo not given)	-1%	3%	0.1%
CC1=C(C)CC(C(=O)NC2CCN(C(C)C)CC2)C(C(=O)O)C1 (stereo not given)	1%	-3%	0.3%
CCCOC(=O)C1=C(C)NC(=O)NC1c1cc2c(cc1Br)OCO2 (stereo not given)	9%	6%	-1.1%
CCCC(C)NC(=O)CN(c1ccc2c(c1)OCCO2)S(=O)(=O)c1ccccc1 (stereo not given)	0%	-4%	-1.1%
CN(CC(=O)Nc1ccccc1C(F)(F)F)C(=O)c1cc([N+](=O)[O-])ccc1N1CCOCC1	4%	1%	0.3%
Cn1c2ccccc2c2cc(/C=N/NC(=O)c3ccc(N)cc3)ccc21	-9%	18%	-0.3%
Cc1ccc(S(=O)(=O)Nc2ccccc2)cc1C(=O)N1CCCC1	-2%	-7%	0.2%
Cc1nc(-c2ccc([N+](=O)[O-])cc2)nc2[nH]ccc(=O)c12	9%	-5%	-0.4%
O=C(Nc1cccc(O)c1)c1cccc(C(=O)Nc2cccc(O)c2)c1	5%	-2%	-0.4%
COc1ccccc1C(=O)Nc1ccnn1C1CCN(CCCc2ccccc2)CC1	-2%	-2%	-0.1%
COc1ccc2c(c1)N(C)/C(=C1/SC(=S)N(NC(C)=O)C1=O)S2	-6%	-5%	-0.1%
Cc1ccn2c(CNCC3COCCO3)c(C(=O)N3CCCCCC3)nc2c1 (stereo not given)	0%	7%	0.6%
COc1ccc(C(=O)N/C(=C\c2ccccc2)C(=O)N2CCOCC2)cc1	1%	-4%	-0.8%
O=C(NC(=S)NC1CCCCC1)c1ccc(F)cc1	3%	-4%	-0.9%
CCN(C(=O)c1cccnc1SC)C12CC3CC(CC(C3)C1)C2	2%	10%	-0.3%
CCCn1cc(S(=O)(=O)c2ccccc2)c(=O)c2cc(OCC)ccc21	2%	-5%	-0.1%
Nc1nonc1-n1nnc(C(=O)N/N=C/c2ccc(Cl)cc2Cl)c1CN1CCOCC1	7%	6%	-0.6%
COCCNc1nc(N)c([N+](=O)[O-])c(Nc2ccc(F)cc2)n1	3%	1%	-0.1%
CCOc1ccccc1NC(=O)CN1CCCCCC1	0%	3%	-0.1%
COc1cccc(C2c3[nH]c4ccccc4c3C[C@H]3C(=O)N(c4ccccc4C(=O)N4CCCC4C(=O)O)C(=O)N23)c1 (stereo not given in full)	1%	7%	0.0%
CCN(CC)C(=O)CN1CCN(Cc2ccc3c(c2)OCO3)CC1	2%	15%	0.0%

Already shown: entries from further up.
SMILES	Siah-1 displacement	Salmonella PhoP GFP	West Nile virus CPE
CCOc1ccccc1NC(=O)CN1CCCCCC1	0%	3%	-0.1%
COc1cccc(C2c3[nH]c4ccccc4c3C[C@H]3C(=O)N(c4ccccc4C(=O)N4CCCC4C(=O)O)C(=O)N23)c1 (stereo not given in full)	1%	7%	0.0%
CCN(CC)C(=O)CN1CCN(Cc2ccc3c(c2)OCO3)CC1	2%	15%	0.0%

Next part.
SMILES	Siah-1 displacement	Salmonella PhoP GFP	West Nile virus CPE
O=C(Cn1c(=O)oc2ccccc21)Nc1ccc(Cl)cc1	-8%	0%	0.0%
Cc1ccccc1C(=O)NNC(=O)c1cccc(Br)c1	2%	-6%	0.6%
Cc1c(C(=O)N2CCC(C)CC2)sc2ncn(CC(=O)N3CCC(C)CC3)c(=O)c12	-2%	4%	-0.3%
O=[N+]([O-])c1ccc(N2CCc3ccccc3C2)cc1	-7%	5%	-1.0%
CCOc1ccc(NC(=O)c2ccc(Cn3nc(C)cc3C)o2)cc1	-4%	-2%	-0.6%
Cn1ccnc1C(OC(=O)c1ccc(Cl)cc1)C(F)(F)F (stereo not given)	1%	-3%	-0.5%
COc1ccc(N2C(=O)NC(NS(=O)(=O)c3ccc(Cl)cc3)(C(F)(F)F)C2=O)cc1 (stereo not given)	2%	-1%	0.3%
CCn1c(=O)c(=O)[nH]c2c(=O)oc3ccc(S(=O)(=O)Nc4ccccc4)cc3c21	1%	-9%	0.3%
O=C(CN1CCN(Cc2ccc(Cl)cc2)CC1)N1CCc2ccccc21	2%	7%	-1.2%
Cc1c(C(=O)N/N=C/c2cccs2)nnn1-c1nonc1N	0%	-3%	0.3%
CC(=O)c1cccc(NC(=O)N2CC(C)OC(C)C2)c1 (stereo not given)	2%	6%	-0.5%
CC(=O)N1CCSc2ccc(S(=O)(=O)N3CCC(C)CC3)cc21	2%	-5%	-0.7%
Cc1cccc(N(CC(=O)NC2CCCC2)C(=O)CCC(=O)Nc2cc(C)on2)c1	0%	1%	-0.2%
CCCCNC(=O)Cn1nc(Cc2ccncc2)c2ccccc2c1=O	-5%	4%	-0.1%
O=C(CCCOc1cccc(Br)c1)NCCOc1ccccc1	-1%	-5%	-0.5%
CCC(OC(=O)c1ccco1)C(=O)NCc1ccc2c(c1)OCO2 (stereo not given)	-1%	-9%	-0.3%
O=C(Nc1ccccc1)C1C(c2ccccc2)C1(Cl)Cl (stereo not given)	-2%	10%	-0.1%
COc1cccc(OC)c1C(=O)Nc1cccc(C(=O)Nc2cccc(C(=O)O)c2)c1	-4%	3%	-0.5%
COCCCNC(=O)Cc1c(C)c2c(cc(C)c3c(C(C)(C)C)coc32)oc1=O	-1%	-4%	0.1%
CC1CCN(C(=O)CSc2nc3c(c(=O)n2C)SCC3)CC1	-1%	-6%	-0.8%
Cc1cccc(N2CCN(CCCNC(=O)c3ccc(NC(=O)C4=CSCCO4)cc3)CC2C)c1 (stereo not given)	-4%	-3%	0.1%
CCN(CC)C(=O)Oc1cc2c(-c3cc4cccc(OC)c4o3)cc(=O)oc2cc1C	13%	-2%	0.5%
COc1ccc(NC(=O)c2ccc3c(c2)CCN3S(=O)(=O)c2ccccc2)cc1	8%	-13%	0.1%
COc1ccc(S(=O)(=O)N(C)c2ccc(C(=O)NCc3ccco3)cc2)cc1	2%	-3%	-0.2%
O=C(CN(Cc1ccccc1)C(=O)CCC(=O)Nc1nccs1)NCC1CCCO1 (stereo not given)	5%	-3%	0.6%

Seven compounds out of the list, sorted by molecular weight, low to high.
SMILES	Siah-1 displacement	Salmonella PhoP GFP	West Nile virus CPE
O=C(CN1CCOCC1)Nc1ccc(F)cc1	-4%	2%	-0.7%
COCCNc1nc(N)c([N+](=O)[O-])c(Nc2ccc(F)cc2)n1	3%	1%	-0.1%
CCC(OC(=O)c1ccco1)C(=O)NCc1ccc2c(c1)OCO2 (stereo not given)	-1%	-9%	-0.3%
CCCCNC(=O)Cn1nc(Cc2ccncc2)c2ccccc2c1=O	-5%	4%	-0.1%
O=C(NCC(=O)N(c1ccc(F)cc1)C(C(=O)NC1CCCC1)c1cccnc1)c1ccco1 (stereo not given)	-2%	2%	0.0%
CCOc1ccc2nc(N(CCCN(C)C)C(=O)c3ccc(S(=O)(=O)N4CCCC4)cc3)sc2c1	6%	1%	0.7%
Cc1ccc(S(=O)(=O)N[C@@H](CC(C)C)C(=O)N2CCC(C(=O)N[C@@H](Cc3ccccc3)C(=O)O)CC2)cc1	2%	-14%	-0.3%
